AI-2 QS mod: Vibrio harveyi AI-2 quorum sensing modulators, primary screen, JMH597 strain, luminescence/OD600 ratio; Vibrio harveyi JMH597 AI-2 luminescence/OD600 ratio, 9 h; hits give low values; strain lacks LuxN and CqsS sensors; 0 = neutral-control median; activity change, % at 7.5 µM; 300,000 compounds, 0.4% hits; in the data active = activity change below about -75%, passing the limit was not always enough;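 note: luminescence divided by OD600 gain over 9 h not by final OD600 alone; inactives centre near 13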
TRPC4 inh: inhibitors of mouse TRPC4 channel, primary screen, Fluo4 calcium, HEK293 TRPC4beta/mu-opioid cells. Short transient receptor potential channel 4 (Mus musculus), Q9QUQ5. DAMGO-evoked Fluo4 calcium flux; hits give low values. B-score at 10 µM. 300,000 compounds, 0.39% hits. AID 2247, 2010;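 active = B-score over 3 SD under the library average, no early fluorescence shift, positive overall ratio signal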
Target sequence (Q9QUQ5 whole entry, looked up): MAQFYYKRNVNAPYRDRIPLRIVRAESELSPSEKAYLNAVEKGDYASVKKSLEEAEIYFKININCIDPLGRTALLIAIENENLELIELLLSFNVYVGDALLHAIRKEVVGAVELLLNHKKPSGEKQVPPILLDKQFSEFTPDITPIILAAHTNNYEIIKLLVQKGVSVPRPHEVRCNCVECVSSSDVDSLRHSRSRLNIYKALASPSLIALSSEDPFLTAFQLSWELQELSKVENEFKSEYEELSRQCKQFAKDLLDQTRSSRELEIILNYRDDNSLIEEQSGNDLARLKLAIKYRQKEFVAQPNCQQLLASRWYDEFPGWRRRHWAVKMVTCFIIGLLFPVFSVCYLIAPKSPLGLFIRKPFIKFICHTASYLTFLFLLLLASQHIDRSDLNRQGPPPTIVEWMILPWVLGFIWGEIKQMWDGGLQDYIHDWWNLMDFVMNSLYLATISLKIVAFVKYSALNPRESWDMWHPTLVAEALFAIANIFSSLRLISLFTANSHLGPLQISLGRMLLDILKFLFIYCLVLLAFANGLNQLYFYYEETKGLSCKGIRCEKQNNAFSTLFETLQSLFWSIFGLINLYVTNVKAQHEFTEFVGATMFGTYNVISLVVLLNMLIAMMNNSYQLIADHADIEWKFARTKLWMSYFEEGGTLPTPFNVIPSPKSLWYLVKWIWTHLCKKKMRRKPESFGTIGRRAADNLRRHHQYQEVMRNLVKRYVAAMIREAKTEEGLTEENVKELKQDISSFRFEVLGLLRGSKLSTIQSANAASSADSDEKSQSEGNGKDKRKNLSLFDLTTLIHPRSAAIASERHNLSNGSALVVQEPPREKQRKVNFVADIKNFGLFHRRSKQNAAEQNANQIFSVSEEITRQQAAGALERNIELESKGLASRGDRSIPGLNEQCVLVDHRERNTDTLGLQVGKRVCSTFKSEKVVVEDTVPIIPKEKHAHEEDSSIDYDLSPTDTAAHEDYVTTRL
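Test system – stable TRPC4beta/mu-opioid receptor HEK293 cells · Probe or stimulus – DAMGO, a submaximal dose followed by a maximal one · Dosing – one concentration per compound · Signal – Fluo4 calcium fluorescence by kinetic imaging, 5 s 1 Hz baseline · Evaluation – per-well B score of integrated baseline-normalized Fluo4 ratio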
MrgX1 allo act: positive allosteric modulators of MrgX1, primary screen, HEK293 cells, Fluo-4 calcium flux; 310,000 compounds, 0.63% hits; FDSS; hits give high values; Mas-related G-protein coupled receptor member X1 (Homo sapiens), Q96LB2; B-score at 10 µM;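 active = plate-corrected calcium response at least 3 library SD above typical, normal starting fluorescence, not activating the receptor alone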;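 note: compound read alongside a low EC10 to EC30 dose of BAM8-22 agonist; peak minus trough fluorescence over baseline measured at the second addition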
PolyA inh: polyadenylation inhibitors in yeast reporter cells, primary screen, luminescence, S. cerevisiae | 300,000 compounds, 0.02% hits | calls only at 12 µM | S. cerevisiae SKY197-pL101 polyadenylation reporter, beta-gal luminescence; efflux-impaired pdr1/pdr3 knockout yeast; score 100 = 6 SD above DMSO;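 active = lowest replicate activity score at least 50, where 100 means six control SD above control mean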;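 note: yeast exposed to compound for 9 h at 30 °C; higher score means more reporter readthrough which indicates perturbed polyadenylation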
MrgX1 antag: antagonists of human MrgX1 receptor, primary screen, HEK293 cells, Fluo-4 calcium flux; Mas-related G-protein coupled receptor member X1 (Homo sapiens), Q96LB2; BAM8-22 antagonism; hits give low values; B-score at 10 µM; 310,000 compounds, 1.3% hits; AID 588676, 2011;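 active = calcium-response B-score plate-corrected more than 3 library SD below zero, starting fluorescence within 5 deviations, no agonist response on first addition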;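 note: peak minus trough fluorescence over baseline after final BAM8-22 challenge near maximal dose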
TRPC4 agonist: activators of mouse TRPC4 channel, primary screen, Fluo4 calcium, HEK293 TRPC4beta/mu-opioid cells | Short transient receptor potential channel 4 (Mus musculus), Q9QUQ5 | Fluo4 calcium fluorescence; hits give high values | B-score at 10 µM | 310,000 compounds, 0.49% hits | AID 2237, 2010;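 active = B-score above 5 SD of library B-scores, and initial fluorescence ratio not above library mean plus 5 SD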;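 note: positive B-score marks a calcium rise read as TRPC4 activation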
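Material: TRPC4beta and mu-opioid receptor HEK293 stable cells | Incubation: 45 min room-temperature Fluo4 loading, 110 s read | Detection: Kinetic Fluo4 calcium fluorescence | Measure: Integrated baseline-normalised fluorescence ratio, converted to per-well B score | Benchmarks: Low control buffer alone, high control maximal DAMGO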
TRPC6 inh: mouse TRPC6 channel inhibitors, primary screen, cell-based, HEK293, membrane potential dye; B-score at 10 µM; AID 2553, 2010; Short transient receptor potential channel 6 (Mus musculus), Q61143; ACh-evoked depolarization; hits give low values; 310,000 compounds, 1.1% hits;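 active = B-score under library mean minus 3 SD, initial fluorescence not abnormally high, positive integrated signal ratio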;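 note: B-score derived from integrated fluorescence ratio over the kinetic read; more negative B-score means stronger inhibition of depolarization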
MrgX1 ag: agonists of human MrgX1 receptor, primary screen, HEK293 cells, Fluo-4 calcium flux; Mas-related G-protein coupled receptor member X1 (Homo sapiens), Q96LB2; Fluo-4 calcium fluorescence, agonist mode; hits give high values; B-score at 10 µM; 310,000 compounds, 0.44% hits; AID 588627, 2011;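 active = calcium response B-score plate-corrected fluorescence ratio at least 3 library SD, with starting fluorescence B-score inside 5 SD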
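Material: HEK293 cells stably expressing human MrgX1 receptor | Quantity: 15,000 cells per well | Times: Cells plated overnight, dye loaded 0.5 h 37 °C, 0.5 h room temperature | Measured by: Kinetic Fluo-4 NW fluorescence of intracellular calcium | Control set: Positive and negative controls per plate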
TRPC6 activator: mouse TRPC6 channel activators, primary screen, cell-based, HEK293, membrane potential dye; Short transient receptor potential channel 6 (Mus musculus), Q61143; HEK293-TRPC6 membrane potential dye fluorescence; hits give high values; B-score at 10 µM; 310,000 compounds, 0.13% hits;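 active = B-score of the integrated fluorescence ratio above library mean plus 3 SD, and starting fluorescence ratio within library mean plus 5 SD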;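 note: higher score means more depolarization so channel activation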
TRPC4 potent: positive allosteric modulators of TRPC4, primary screen, cell-based, mouse TRPC4beta, HEK293 mu-opioid, Fluo-4 calcium. Short transient receptor potential channel 4 (Mus musculus), Q9QUQ5. DAMGO EC20, Fluo-4 Ca2+ flux; hits give high values. B-score at 10 µM. 310,000 compounds, 0.42% hits. AID 2227, 2009;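 active = B-score of calcium response area above 5 SD of library B-scores, with initial fluorescence ratio within 5 SD of library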;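 note: B-score of integrated fluorescence ratio over time as area under calcium response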
HIF activator: HIF pathway transcriptional activators, primary screen, cell-based, U2OS HRE-luciferase, luminescence; U2OS HRE-luciferase reporter; normalized: DMSO 0%, desferrioxamine 100%; activation, % at 7.5 µM (by protocol); 300,000 compounds, 0.32% hits; AID 1910, 2009;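 active = mean activation of at least 10% of the iron chelator positive control signal, with at least half of replicates also reaching 10%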
Active calls of the source: *; i = inactive; . = not tested or not shown. Some of the compounds tested; count on the stated rates, not on these rows.

molecule | MrgX1 ag | TRPC4 agonist | HIF activator | MrgX1 allo act | AI-2 QS mod | PolyA inh | TRPC4 potent | TRPC6 activator | MrgX1 antag | TRPC4 inh | TRPC6 inh
Cc1n[nH]c(=O)n1-c1ccc(C(C)(C)C)cc1 | i | i | -0.1 | i | 24 | i | i | i | i | i | i
O=C(O)CC(C(=O)Nc1ccc(Cl)cc1)N1CCCCCC1 (configuration not stated) | i | i | 0.2 | i | -5 | i | i | i | i | i | i
CC(/C=N/NC(=O)c1cccnc1)=C\c1ccco1 | i | i | 0.1 | i | 20 | i | i | i | i | i | i
Cn1c(SCC(=O)NC(=O)c2cccc([N+](=O)[O-])c2)nnc1-c1ccc(F)cc1 | i | i | -0.2 | i | 23 | i | i | i | i | i | i
O=c1[nH]c(CN2CCN(S(=O)(=O)c3ccc(Cl)cc3)CC2)nc2cc(Cl)ccc12 | i | i | -0.7 | i | 34 | i | i | i | i | i | i
COc1ccc(/C=C2\CCc3ccccc3C2=O)cc1Cn1nc(C)cc1C | i | i | 0.9 | i | 13 | i | i | i | i | i | i
O=C(CC1C(=O)NCCN1Cc1c(F)cccc1Cl)NCCC1=CCCCC1 (configuration not stated) | i | i | -0.1 | i | 11 | i | i | i | i | i | i
COc1cc(CNCc2cccs2)ccc1OCC(N)=O | i | i | -0.2 | i | 23 | i | i | i | i | i | i
C[C@@H](CN1C2=NC[C@H](C)N2C[C@H]1Cc1ccc(O)cc1)NC(=O)CCC1CCCCC1 | i | i | -0.2 | i | 20 | i | i | i | i | i | i
CC(=O)N1CCN(c2ccc(NC(=O)c3ccc([N+](=O)[O-])o3)cc2Cl)CC1 | i | i | -6.2 | i | 58 | i | i | i | i | i | i
COc1ccc(OCCNc2cc(Cl)ccc2[N+](=O)[O-])cc1 | i | i | 0.7 | i | 19 | i | i | i | i | i | i
COc1cccc(NC(=S)NCc2ccccc2)c1 | i | i | 0.1 | i | -47 | i | i | i | i | i | i
C=CCn1c(C)cc(C(=O)COc2nncc3ccccc23)c1C | i | i | 2.4 | i | 27 | i | i | i | i | i | i
O=C(Nc1ccc(Cl)cc1)NC1CCCCNC1=O (configuration not stated) | i | i | 0.5 | i | -13 | i | i | i | i | i | i
Cc1c(C(=O)NCCN2CCCC(O)C2)oc2c(F)cccc12 (configuration not stated) | i | i | 0.3 | i | 5 | i | i | i | i | i | i
Nc1ccc(C(=O)Nc2nc3ccccc3s2)cc1 | i | i | . | i | 11 | i | i | i | i | i | i
COc1ccc(-c2nc(N3CCN(C)CC3)sc2-c2ccc(OC)cc2)cc1 | i | i | -0.2 | i | 3 | i | i | i | i | i | i
Cc1cc(C)n(C(=O)c2ccc(C)c(Br)c2)n1 | i | i | 0.0 | i | 1 | i | i | i | i | i | i
COc1ccc(C)cc1NC(=O)c1nnn(Cc2cccc(F)c2)c1N | i | i | 0.3 | i | 16 | i | i | i | i | i | i
C/C(=N\NC(=O)C(C)n1nc(C)c([N+](=O)[O-])c1C)c1ccccc1O (configuration not stated) | i | i | 7.2 | i | 24 | i | i | i | i | i | i
O=C(NCCCn1ccnc1)/C(=C/c1ccco1)NC(=O)c1ccccc1 | i | i | 0.3 | i | 0 | i | i | i | i | i | i
CN(C)S(=O)(=O)N1CCN(c2ccc([N+](=O)[O-])c(NC3CC3)c2)CC1 | i | i | -0.1 | i | 5 | i | 10* | i | i | i | i
Cc1sc(-c2cccnc2)nc1OC(=O)C1CC1 | i | i | 0.1 | i | 33 | i | i | i | i | i | i
Cc1ccc2c(c1)c1nnc(SCC(=O)Nc3cccc(Cl)c3C)nc1n2CC(=O)O | i | i | -0.2 | i | 18 | . | i | i | i | i | i

Sorted by heavy-atom count (ascending): part of the list above.
molecule | MrgX1 ag | TRPC4 agonist | HIF activator | MrgX1 allo act | AI-2 QS mod | PolyA inh | TRPC4 potent | TRPC6 activator | MrgX1 antag | TRPC4 inh | TRPC6 inh
Cc1sc(-c2cccnc2)nc1OC(=O)C1CC1 | i | i | 0.1 | i | 33 | i | i | i | i | i | i
COc1ccc(-c2nc(N3CCN(C)CC3)sc2-c2ccc(OC)cc2)cc1 | i | i | -0.2 | i | 3 | i | i | i | i | i | i
Cc1ccc2c(c1)c1nnc(SCC(=O)Nc3cccc(Cl)c3C)nc1n2CC(=O)O | i | i | -0.2 | i | 18 | . | i | i | i | i | i

(cont.)
molecule | MrgX1 ag | TRPC4 agonist | HIF activator | MrgX1 allo act | AI-2 QS mod | PolyA inh | TRPC4 potent | TRPC6 activator | MrgX1 antag | TRPC4 inh | TRPC6 inh
O=[N+]([O-])c1cc2c(cc1[N+](=O)[O-])OCCOCCOCCOCCO2 | i | i | -0.6 | i | 30 | i | i | i | i | i | i
Cc1ccc(C(O)P(=O)(OCc2ccccc2)c2ccc(N(C)C)cc2)cc1 (configuration not stated) | i | i | -0.2 | i | 12 | i | i | i | i | i | i
COC(=O)c1ccc(NC(=O)CCNS(=O)(=O)c2cccc3nonc23)cc1 | i | i | -0.2 | i | -1 | i | i | i | i | i | i
CN(C)c1ccc(NC(=O)c2cccc(N3C(=O)CCC3=O)c2)cc1 | i | i | . | i | 7 | i | i | i | i | i | i
CN(C)c1ccc(C(=S)Nc2ccccc2)cc1 | i | i | -3.1 | i | 30 | i | i | i | i | i | i
CN(NC(=O)c1ccccc1F)c1nc(C(F)(F)F)nc2ccccc12 | i | i | -1.0 | i | 8 | i | i | i | i | i | i
NS(=O)(=O)c1ccc(NCC2COc3ccccc3O2)c([N+](=O)[O-])c1 (configuration not stated) | i | i | 0.8 | i | 12 | i | i | i | i | i | i
CCC(C)(C)n1nnnc1C(c1ccccc1F)N1CCC(C(N)=O)CC1 (configuration not stated) | i | i | -0.2 | i | 13 | i | i | i | i | i | i
CCN(Cc1ccccc1)C(=O)c1ccc(CNS(=O)(=O)c2ccc(C)cc2)cc1 | i | i | -3.3 | i | 40 | i | i | i | i | i | i
CCOc1cc(/C=N/O)ccc1OCC(=O)Nc1cccc(C)c1 | i | i | 2.4 | i | 16 | i | i | i | i | i | i
COC(=O)c1ccc2nc(NC(=O)C(C)C)sc2c1 | i | i | 2.9 | i | 6 | i | i | i | i | i | i
CCN(CC)CCn1c(=S)[nH]c2ccc(Cl)cc2c1=O | i | i | -0.6 | i | 3 | i | i | i | i | i | i
O=C(NCC1CCCO1)c1ccc(COCC(F)(F)C(F)F)cc1 (configuration not stated) | i | i | -0.3 | i | -3 | i | i | i | i | i | i
COCc1ccc(CN2CCCCC2C(=O)Nc2ccc(Oc3ccccc3)nc2)o1 (configuration not stated) | i | i | -0.2 | i | 24 | i | i | i | i | i | i
Cc1cc(SCC(=O)N/N=C/c2ccc(O)c(O)c2)c(C)cc1Br | i | i | -0.2 | i | 9 | i | i | i | i | i | i
Cc1cc(C(=O)CSc2nncs2)c(C)n1Cc1ccco1 | i | i | -2.2 | i | 82 | i | i | i | i | i | i
Cc1ccc(CNC(=O)CCS(=O)(=O)c2ccc3c(c2)NC(=O)CS3)cc1 | i | i | 0.1 | i | -3 | i | i | i | i | i | i
Cc1cc(NC(=O)CCC(=O)N(Cc2ccco2)C2(C(=O)NC3CCCCC3)CCCCC2)no1 | i | i | -0.6 | i | 9 | i | i | i | i | i | i
CCc1ccc(CN/C=C/C(=O)c2ccc(Br)cc2)cc1 | i | i | -0.4 | i | -43 | i | i | i | i | i | i
CC1(C)CC2(CC(C)(C(=O)CSc3nc4ccccc4s3)OC2=O)C(=O)O1 (configuration not stated) | i | i | 0.0 | i | -2 | i | i | i | i | i | i
O=c1c2ccccc2oc2nc(C3CCCCC3)n(Cc3ccco3)c(=O)c12 | i | i | -0.4 | i | 46 | i | 29* | i | i | i | i
COc1cccc(/C=N/NC(=O)c2cc3c(OC)cccc3[nH]2)c1OC | i | i | -0.1 | i | 28 | i | i | i | i | i | i
CCCc1ccc(-c2cc(NC(=O)CSc3n[nH]c(N)n3)n(-c3ccccc3)n2)cc1 | i | i | 1.9 | i | 32 | i | i | i | i | i | i
Cc1nnc(Nc2ccc(Cl)cc2)s1 | i | i | -0.4 | i | 15 | i | i | i | i | i | i
COc1ccccc1C1N(c2cc(Cl)ccc2OC)C(=O)C2CCCN21 (configuration not stated) | i | i | -0.2 | i | 5 | i | i | i | i | i | i
CC(=O)Nc1ccccc1C(=O)C(=O)Nc1ccc(F)cc1 | i | i | 0.3 | i | 24 | i | i | i | i | i | i
CCOC(=O)c1ccc(NC(=O)CN2C(=O)C(C)SC(C)C2=O)cc1 (configuration not stated) | i | i | -0.2 | i | -59 | i | i | i | i | i | i
O=C1CN2C(=Nc3ccc(Cl)cc3C2c2ccccc2)CN1 (configuration not stated) | i | i | 0.2 | i | 2 | i | i | i | i | i | i
C#CCOc1c(Br)cc(/C=C2/C(=O)ON=C2C)cc1OCC | i | i | -0.4 | i | 18 | i | i | i | i | i | i
CC1CCN(C(=S)NC(=O)c2ccco2)CC1 | i | i | -0.1 | i | 29 | i | i | i | i | i | i
Cc1cc(N/C=C/C(=O)c2cccs2)ccc1F | i | i | 4.1 | i | 28 | i | i | i | i | i | i
O=C1N/C(=C/c2ccc(N3CCOCC3)cc2)C(=O)N1Cc1ccc(F)cc1 | i | i | 0.0 | i | 13 | i | i | i | i | i | i
N#Cc1nc(COc2ccccc2Cl)oc1NCc1ccco1 | i | i | 0.3 | i | 33 | i | i | i | i | i | i
